# Screening data as filed in PubChem BioAssay.
# XiGFP reactiv: activators of X-chromosome reactivation in mouse fibroblasts; XiGFP mouse fibroblasts, % GFP-positive cells imaging, 3 d; cells co-treated with 5-aza-dC sensitizer; scaled so ellipticine positive control = 100%; activation, % at 7.58 µM; hit rate 0.055% among 360,000; AID 743238;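 active = mean normalized replicate activation at least 10% and every replicate at or above 10%; inconclusive = only one of the two criteria met; inactive = mean below 10% and not all replicates reach 10%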;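 also: 0% = median of on-plate neutral control wells and 100% = ellipticine 6 µM median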
#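 System: 68-5-11 XiGFP fibroblast line | Buffer or medium: DMEM containing 5-aza-dC | Compound: Single point | Times: Compounds 3 days, fix/stain 15 min at room temperature | Benchmarks: Positive control ellipticine, 6 µM final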
# RAD52 anneal inh: inhibitors of human RAD52 DNA annealing. inhibition, % at 18.7 µM. hit rate 0.46% among 360,000. P43351. recombinant RAD52 DNA annealing, FRET fluorescence;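 active = every replicate showing at least 50% inhibition; inconclusive = mean inhibition at least 50% but not in every replicate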
# RAD54 inh: blocks human RAD54 Holliday junction branch migration | Q92698 | FAM/BHQ fluorescence | inhibition, % at 10.4 µM | hit rate 0.14% among 360,000 | AID 602329;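 active = mean normalized replicate activity at least 40 and at least half of replicates scoring 40 or more; inconclusive = only one of the two criteria met; inactive = mean below 40 and under half of replicates reaching 40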;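 also: 0% = median of neutral control wells and 100% = median of positive control wells; inhibitors cause a drop in the FAM fluorescence signal; in these data hits start at about 50%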
# Target sequence (Q92698 whole entry, looked up): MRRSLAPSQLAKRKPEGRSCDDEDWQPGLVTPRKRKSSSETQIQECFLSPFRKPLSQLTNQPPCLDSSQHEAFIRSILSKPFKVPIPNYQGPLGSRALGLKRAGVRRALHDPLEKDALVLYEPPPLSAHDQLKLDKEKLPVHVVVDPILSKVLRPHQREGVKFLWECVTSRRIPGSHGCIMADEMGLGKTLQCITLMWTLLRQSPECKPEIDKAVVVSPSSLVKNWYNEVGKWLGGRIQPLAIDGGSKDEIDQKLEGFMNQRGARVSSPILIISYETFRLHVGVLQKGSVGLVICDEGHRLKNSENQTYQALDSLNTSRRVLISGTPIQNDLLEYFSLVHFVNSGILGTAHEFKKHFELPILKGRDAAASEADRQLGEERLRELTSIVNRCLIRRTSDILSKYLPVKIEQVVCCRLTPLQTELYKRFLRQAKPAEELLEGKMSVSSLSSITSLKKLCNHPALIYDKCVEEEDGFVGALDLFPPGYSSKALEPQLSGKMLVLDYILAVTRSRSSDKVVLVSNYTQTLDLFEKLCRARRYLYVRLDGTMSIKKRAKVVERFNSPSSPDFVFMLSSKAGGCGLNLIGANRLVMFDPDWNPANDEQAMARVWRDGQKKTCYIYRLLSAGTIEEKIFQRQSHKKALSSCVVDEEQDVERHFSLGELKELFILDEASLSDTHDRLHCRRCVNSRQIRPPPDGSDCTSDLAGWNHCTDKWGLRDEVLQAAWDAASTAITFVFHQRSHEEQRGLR
# CFTR F508del cor: CFTR F508del correction in bronchial cells | CFBE cells, YFP halide quenching; stimulated with forskolin plus potentiator P3; % fluorescence drop versus neutral controls | activity (quench increase), % at 7.58 µM | hit rate 0.36% among 350,000;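 active = mean added fluorescence quench of at least 8% versus neutral control, with both replicates also reaching 8%; inconclusive = only one of the mean or replicate conditions met; inactive = mean below 8% and not both replicates reaching 8%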;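 also: cells transiently co-express mutant CFTR-F508del with the halide-sensitive YFP; corrector assay measuring rescue of mutant channel to the surface after 24 h compound exposure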
# GSIS activator: primary screen for activators of insulin secretion dependent on glucose, INS-1E cells, GLuc reporter luminescence; hit rate 0.61% among 370,000; INS-1E GLuc reporter insulin secretion, 2-3 h; AID 743287; activation, % at 16.6 µM;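 active = lowest replicate activation of at least 40%, so every replicate reaches that level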;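 also: 0% = median of neutral control wells and 100% = median of IBMX positive control wells; some compounds called inactive have numbers as strong as hits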
# E-selectin induc: E-selectin induction on HUVECs; P16581; HUVEC E-selectin immunofluorescence imaging; normalized: neutral wells 0, TNF-alpha wells 100; activation, % at 7.58 µM; hit rate 0.37% among 260,000; AID 686992;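 active = mean E-selectin-positive cell signal at least 10% of the positive control, reached in at least 60% of replicates, without over 20% cell loss; inconclusive = no rule given, readout overlaps actives, possibly toxicity-flagged; inactive = the rest, including those meeting only one limit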;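 also: in these data hits start at about 27%; measured in HUVEC primary endothelial cells; signal is the percent of cells scored E-selectin positive by PE staining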
#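 Material: HUVEC primary endothelial cells; Amount: 3,000 cells per well; Dosing: single concentration; Medium: EGM-2 growth medium on 0.1% gelatin-coated wells; Read-out basis: percent E-selectin-positive cells; Signal: immunofluorescence imaging; Control set: TNF-alpha, DMSO.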
# DENV2 CPE: inhibitors of DENV2 cytopathic effect. DENV2-infected cells, cytopathic effect rescue, plate reader. hit rate 1.7% among 350,000. CPE inhibition, % at 9.99 µM; in the data active = CPE inhibition above about 20%, passing the limit was not always enough; inconclusive = no clear call, values can overlap the other calls; tested in BHK-21 cells;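 also: 0% = median of neutral control wells and 100% = median of positive control wells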
# CASP6 VEID inh: inhibitors of human caspase-6; inhibition, % at 12.5 µM; P55212; purified caspase-6, Z-VEID-R110 cleavage fluorescence; hit rate 0.53% among 350,000;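 active = mean inhibition across replicates at least about 35%, with every replicate also reaching that limit, limit read from the data; inconclusive = only one of the two criteria met; inactive = neither criterion met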;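 also: 0% = median of neutral control wells and 100% = no fluorescence left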
# Target sequence (P55212 24-179 limits assumed): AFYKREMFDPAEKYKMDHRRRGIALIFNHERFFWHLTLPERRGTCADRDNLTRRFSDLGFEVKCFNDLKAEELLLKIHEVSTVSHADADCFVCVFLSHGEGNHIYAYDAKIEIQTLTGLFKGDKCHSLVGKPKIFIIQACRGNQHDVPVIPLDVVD
# Target sequence (P55212 194-293 limits assumed): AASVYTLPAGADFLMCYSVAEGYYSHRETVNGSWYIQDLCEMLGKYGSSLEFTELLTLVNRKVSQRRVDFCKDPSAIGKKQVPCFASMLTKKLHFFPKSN
# An asterisk follows results filed as active; ? = inconclusive; / = not tested or not shown; & = joins results of further samples.
SMILES,XiGFP reactiv,RAD52 anneal inh,RAD54 inh,CFTR F508del cor,GSIS activator,E-selectin induc,DENV2 CPE,CASP6 VEID inh
O=C(NCC[C@@H]1CC[C@H](NC(=O)C2CC2)[C@@H](CO)O1)c1cnccn1,-0.2,-7,-8,-1.3,16,0.1,-1,2
O=C(O)c1cccnc1C(=O)O,/,-8,-5,-0.1,0,/,5,2
O=C(Nc1ccccc1F)N1[C@H](CO)[C@H]2c3ccccc3NC[C@H]21,0.1,8,-7,-3.2,9,0.1,2,5
COc1ncc(-c2ccc(N3C(c4ccsc4)=Cc4ccc(F)cc4C3CC(C)=O)cc2)cn1 (configuration not stated),0.1,-13,/,1.5,0,0.1,18,-2
CNC[C@@H]1Oc2ccc(NC(=O)Nc3ccc(C(F)(F)F)cc3)cc2C(=O)N([C@@H](C)CO)C[C@@H]1C,-1.0,7,4,-2.0,7,/,18,1
O=C(O)/C=C1\CCCc2ccccc2C1O (configuration not stated),-0.3,11&8,1,-1.1&-3.1,-19,0.0,-7&-3,-1&9
CN(C)CCNc1ncnc2sc(-c3ccccc3)cc12,0.3,59*,67*,-0.3,2,0.2,-2,-26
CCCOc1ccc(F)cc1-c1cc(C(=O)NC2CCCCC2)[nH]n1,-0.2,-8,-24,-5.6,-3,0.0,3,1
Cn1c(SCC(=O)NCC2COc3ccccc3O2)nnc1C(F)(F)F (configuration not stated),0.0,-31,0,2.1,15,-1.0,?,-4
O=C(NNC(=O)c1cccs1)c1ccc([N+](=O)[O-])cc1,0.0,-4,/,-1.5,7,1.4,4,0
Cc1ccc(-c2[nH]c(-c3ccccc3)nc2SCC(=O)NCC2CCCO2)cc1 (configuration not stated),0.7,-9,-8,-0.3,/,-0.1,-5,0
CCCNC(=O)N1CC2(CCN(Cc3cccc(OC)c3)CC2)c2c(n(C)c3cc(OC)ccc23)[C@@H]1CO,0.1,26,/,-2.9,1,0.6,-2,-1
Cc1ccc(NC(=O)CN2C(=O)c3ccccc3C2=O)nc1,0.0,-7,/,-0.4,4,/,-2,3
Cc1ccc(S(=O)(=O)N(C)C[C@@H]2Oc3ccc(NC(=O)Nc4cccc5ccccc45)cc3C(=O)N([C@@H](C)CO)C[C@H]2C)cc1,-1.1,/,/,-1.2,-29,0.3,/,/
O=C(C[C@H]1C[C@@H]2c3cc(NC(=O)Nc4ccccc4F)ccc3O[C@@H]2[C@@H](CO)O1)NCc1cc(F)ccc1F,0.0,14,0,-0.2,-19,0.6,2,2
CCc1ccccc1NC(=O)Nc1cccn(Cc2ccccc2F)c1=O,1.0,-25,/,2.1,-2,/,0,6
CCC(=O)N1[C@H](CO)[C@@H](c2ccccc2)[C@@H]1CN(C)C(=O)c1cccc(F)c1,0.0,-7,-10,-1.8,4,0.0,-8,-3
CC1CCCN(C(=O)c2ccc(-c3ccccc3Cl)o2)C1 (configuration not stated),1.0,9,8,0.7,-14,1.4,-5,-94
c1ccc(COc2cccc(CNn3cnnc3)c2)cc1,/,-13,2,2.7,-7,/,-4,-2
CO[C@@H]1CN(C)C(=O)c2ccc(NC(=O)C3CC3)cc2OC[C@H](C)N(C(=O)C2CCOCC2)C[C@H]1C,0.0,10,-3,-1.3,6,0.0,-5,3
COc1cc2cnc(-c3ccsc3)c(-c3ccc(F)cc3)c2cc1OC,-0.1,-19,-8,4.2,18,-0.1,-5,5
COc1ccc2c(CN3CCN(c4ccccc4F)CC3)cc(=O)oc2c1,0.0,-14,9,-1.9,-5,-0.1,10,1
Cc1cc(NC(=O)CSc2ncc(C(F)(F)F)cc2Cl)no1,0.1,-11,-4,0.6,-3,0.1,0,1
CCCNC(=O)N1CC2(CN(C(=O)c3ccncc3)C2)c2c([nH]c3cc(OC)ccc23)[C@H]1CO,0.3,/,/,0.3,4,-0.3,?,/
Cc1ccccc1-c1ccc(CN2C(C(C)C)C(=O)N(Cc3cn(CCC4OCCO4)nn3)CCS2(=O)=O)cc1 (configuration not stated),0.8,8,2,-2.4,-21,-0.1,?,4
Cc1ccccc1NC(=S)N1CCC(C(=O)c2ccc(F)cc2)CC1,/,-16,-7,-1.8,1,/,2,-1
CCN(CC(=O)Nc1cc(Cl)ccc1C)CC(=O)NC1CC1,0.4,-11,3,-0.2,/,-0.2,-4,1
CC(C)Oc1cccc(C(=O)NC2=NCCS2)c1,0.0,-16,11,0.8,-2,-0.2,-4,-1
CCc1cc(CNC(=O)CC2C(=O)NCCN2Cc2cccc(OC)c2)on1 (configuration not stated),0.3,-18,/,4.0,8,/,6,2
CC(O)(CS(=O)(=O)Cc1ccccc1)c1ccccc1Cl (configuration not stated),-0.1,-5,3,-0.8,-5,0.2,-1,-1

# 14 of the compounds above, with values under each structure.
# Values run as follows: XiGFP reactiv, RAD52 anneal inh, RAD54 inh, CFTR F508del cor, GSIS activator, E-selectin induc, DENV2 CPE, CASP6 VEID inh
> Cc1ccc(S(=O)(=O)N(C)C[C@@H]2Oc3ccc(NC(=O)Nc4cccc5ccccc45)cc3C(=O)N([C@@H](C)CO)C[C@H]2C)cc1
→ -1.1, /, /, -1.2, -29, 0.3, /, /
> O=C(C[C@H]1C[C@@H]2c3cc(NC(=O)Nc4ccccc4F)ccc3O[C@@H]2[C@@H](CO)O1)NCc1cc(F)ccc1F
→ 0.0, 14, 0, -0.2, -19, 0.6, 2, 2
> CCc1ccccc1NC(=O)Nc1cccn(Cc2ccccc2F)c1=O
→ 1.0, -25, /, 2.1, -2, /, 0, 6
> CCC(=O)N1[C@H](CO)[C@@H](c2ccccc2)[C@@H]1CN(C)C(=O)c1cccc(F)c1
→ 0.0, -7, -10, -1.8, 4, 0.0, -8, -3
> CC1CCCN(C(=O)c2ccc(-c3ccccc3Cl)o2)C1 (configuration not stated)
→ 1.0, 9, 8, 0.7, -14, 1.4, -5, -94
> c1ccc(COc2cccc(CNn3cnnc3)c2)cc1
→ /, -13, 2, 2.7, -7, /, -4, -2
> CO[C@@H]1CN(C)C(=O)c2ccc(NC(=O)C3CC3)cc2OC[C@H](C)N(C(=O)C2CCOCC2)C[C@H]1C
→ 0.0, 10, -3, -1.3, 6, 0.0, -5, 3
> COc1cc2cnc(-c3ccsc3)c(-c3ccc(F)cc3)c2cc1OC
→ -0.1, -19, -8, 4.2, 18, -0.1, -5, 5
> COc1ccc2c(CN3CCN(c4ccccc4F)CC3)cc(=O)oc2c1
→ 0.0, -14, 9, -1.9, -5, -0.1, 10, 1
> Cc1cc(NC(=O)CSc2ncc(C(F)(F)F)cc2Cl)no1
→ 0.1, -11, -4, 0.6, -3, 0.1, 0, 1
> CCCNC(=O)N1CC2(CN(C(=O)c3ccncc3)C2)c2c([nH]c3cc(OC)ccc23)[C@H]1CO
→ 0.3, /, /, 0.3, 4, -0.3, ?, /
> Cc1ccccc1-c1ccc(CN2C(C(C)C)C(=O)N(Cc3cn(CCC4OCCO4)nn3)CCS2(=O)=O)cc1 (configuration not stated)
→ 0.8, 8, 2, -2.4, -21, -0.1, ?, 4
> Cc1ccccc1NC(=S)N1CCC(C(=O)c2ccc(F)cc2)CC1
→ /, -16, -7, -1.8, 1, /, 2, -1
> CCN(CC(=O)Nc1cc(Cl)ccc1C)CC(=O)NC1CC1
→ 0.4, -11, 3, -0.2, /, -0.2, -4, 1

# More results follow:
SMILES,XiGFP reactiv,RAD52 anneal inh,RAD54 inh,CFTR F508del cor,GSIS activator,E-selectin induc,DENV2 CPE,CASP6 VEID inh
N=C(N=C(N)N)N1CCc2ccccc21,0.0,-14,0,-2.6,5,0.1,-3,-6
COCC(=O)N1[C@H](CO)[C@@H](c2ccc(-c3cccnc3)cc2)[C@@H]1C#N,0.2,18,11,-1.9,3,-0.2,-4,-1
COC(=O)c1cccc(OCCCN2CCC(C(O)(c3ccccc3)c3ccccc3)CC2)c1,-0.2,-12,/,-0.9,-18,0.7,-3,-5
CCCCC(C(=O)O)C(C)CC(=O)NNC(=O)c1ccco1 (configuration not stated),0.1,-10,/,0.1,7,/,4,-4
CCS(=O)(=O)N1CCC(C(=O)Oc2ccccc2Cl)CC1,-0.1,-11,-5,-1.3,3,-0.5,1,1
C/C=C/c1ccc2c(c1)O[C@@H](CN(C)C(=O)Nc1ccc(F)cc1)[C@@H](C)CN([C@@H](C)CO)S2(=O)=O,-0.4,11,-2,3.6,-32,0.1,-4,3
Cc1ccc(NC(=O)c2ncn(CC(=O)N[C@H](C)c3cccc4ccccc34)n2)cc1C,0.0,14,2,-2.9,-12,1.5,12,0
CCCCn1nc2cc(C(=O)NCCCCc3ccccc3)ccc2c1OCC,0.0,0,-3,-0.4,-22,0.1,/,0
CCN(CC(=O)NCc1ccc(F)cc1)C(=O)CN1CCN(c2cc(Cl)ccc2C)CC1,0.3,16,-10,0.2,-22,0.4,5,-4
O=C(C[C@H]1C[C@H](C(=O)N2CCCCC2)[C@@]2(CCc3ccccc3)c3[nH]c4ccc(Cl)cc4c3CCN2C1=O)NCCC1=CCCCC1,1.2,-24,7,1.1,15,-0.5,-5,1
O=C(CCSc1nnc(-c2ccncc2)o1)Nc1cccc(Cl)c1,-0.2,-7,/,1.7,14,0.4,-7,2
COc1ccc(/C=N/NC(=O)c2ccccc2O)cc1CSc1ccccn1,0.0,/,/,-0.6,5,1.4,/,/
COc1cc(C(=O)Oc2cc(N)n(S(=O)(=O)c3ccc(F)cc3)n2)cc(OC)c1OC,0.2,-8,4,-2.0,-13,-0.1,10,-2
CC1(C)CC(=O)C(C=Nc2ccc(N)cc2)=C(O)C1,-0.3,0,/,2.0,-5,0.2,2,-2
CCN(CC)Cc1c(O)ccc2c(=O)c(-c3ccc(Cl)cc3)coc12,0.0,-7,4,-6.0,6,/,-4,2
N#Cc1cccc(-c2ccc(C3[C@@H]4CN(C(=O)Nc5ccc(C(F)(F)F)cc5)C[C@H]3N4)cc2)c1 (some centres not stated),0.0&0.0,/,/,-5.4&-0.8,-7&-13,0.1&0.2,-25&-26,/
CCOC(=O)C(NC(=O)Nc1ccc(Cl)cn1)(Oc1ccc(F)cc1)C(F)(F)F (configuration not stated),0.1,4,15,1.0,1,/,78*,5
CCc1nnc(NC(=O)CSc2nnc(-c3ccco3)o2)s1,0.0,-37,-6,-2.5,5,/,4,4
O=C(NCC(O)c1ccc([N+](=O)[O-])cc1)C(c1ccccc1)c1ccccc1 (configuration not stated),0.1,-15,-6,0.5,-36,/,8,1
COc1ccc(/C=N/OCC(=O)Nc2cc(C)on2)cc1OC,0.0,-8,9,/,33,/,8,4
